From PubChem BioAssay
E-sel inducer: E-selectin induction on HUVECs; actives 0.37% (n = 260,000); P16581; HUVEC E-selectin immunofluorescence imaging; normalized: neutral wells 0, TNF-alpha wells 100; activation, % at 7.58 µM;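 active means mean E-selectin-positive cell signal at least 10% of the positive control, reached in at least 60% of replicates, without over 20% cell loss; inconclusive means no rule given, readout overlaps actives, possibly toxicity-flagged; inactive means the rest, including those meeting only one limit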;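 further: in these data hits start at about 27%; measured in HUVEC primary endothelial cells; signal is the percent of cells scored E-selectin positive by PE staining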
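System: HUVEC / Compound: single concentration / Signal: immunofluorescence imaging / Read-out: percent E-selectin-positive cells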
RAD52 inh: inhibitors of human RAD52 DNA annealing. inhibition, % at 18.7 µM. actives 0.46% (n = 360,000). recombinant RAD52 DNA annealing, FRET fluorescence;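 active means every replicate showing at least 50% inhibition; inconclusive means mean inhibition at least 50% but not in every replicate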
ERAP1 inh: blocks human ERAP1 aminopeptidase activity | recombinant ERAP1, Leu-AMC fluorescence, 60 min | inhibition, % at 10.7 µM | actives 0.15% (n = 340,000) | AID 652197;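 active means mean replicate inhibition of at least 30%, or all replicates individually reaching that 30% level; inactive means mean below 30% and not every replicate reaching it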;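 further: 0% = neutral control wells and 100% = L-leucinethiol positive control wells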
Target sequence (Q9NZ08 whole entry, looked up): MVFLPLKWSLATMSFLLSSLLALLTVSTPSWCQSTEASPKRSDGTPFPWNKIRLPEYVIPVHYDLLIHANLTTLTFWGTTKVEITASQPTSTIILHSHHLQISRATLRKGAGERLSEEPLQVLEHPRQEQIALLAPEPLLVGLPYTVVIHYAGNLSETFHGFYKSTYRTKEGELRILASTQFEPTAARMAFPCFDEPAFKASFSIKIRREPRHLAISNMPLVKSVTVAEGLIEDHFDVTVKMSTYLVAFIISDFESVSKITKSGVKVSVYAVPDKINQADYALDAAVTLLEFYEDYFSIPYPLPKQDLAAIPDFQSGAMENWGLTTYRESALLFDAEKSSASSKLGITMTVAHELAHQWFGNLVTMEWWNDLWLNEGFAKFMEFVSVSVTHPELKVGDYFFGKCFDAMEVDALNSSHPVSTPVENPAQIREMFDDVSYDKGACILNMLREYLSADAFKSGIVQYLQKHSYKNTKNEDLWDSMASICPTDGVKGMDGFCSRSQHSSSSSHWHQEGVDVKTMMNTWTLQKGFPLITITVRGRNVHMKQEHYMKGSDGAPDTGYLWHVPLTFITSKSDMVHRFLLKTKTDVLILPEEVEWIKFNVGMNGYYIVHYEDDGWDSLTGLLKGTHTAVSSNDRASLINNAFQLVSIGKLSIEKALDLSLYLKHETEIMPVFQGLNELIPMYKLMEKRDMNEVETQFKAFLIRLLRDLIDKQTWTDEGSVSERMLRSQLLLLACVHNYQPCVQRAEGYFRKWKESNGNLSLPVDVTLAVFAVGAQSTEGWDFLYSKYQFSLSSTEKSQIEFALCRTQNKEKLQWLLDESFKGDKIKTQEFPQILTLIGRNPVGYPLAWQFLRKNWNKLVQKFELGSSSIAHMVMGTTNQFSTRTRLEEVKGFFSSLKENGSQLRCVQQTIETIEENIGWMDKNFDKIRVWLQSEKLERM
esBAF inh: inhibitors of esBAF chromatin remodeling in mouse ES cells | Bmi1-luciferase knock-in reporter, 24 h; 100% = twice the neutral-well signal | actives 2% (n = 350,000) | reporter increase, % at 12.5 µM; in the data active means activation above about 40%; inconclusive means no clear call, values can overlap the other calls;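 further: 0% = median of the plate's neutral control wells and 100% = double that signal; a rise in the Bmi1 reporter signal indicates esBAF inhibition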
ERp5 block: ERp5 (human) disulfide isomerase inhibition | inhibition, % at 9.99 µM | actives 0.05% (n = 350,000) | Q15084 | AID 651711 | ERp5 insulin aggregation, absorbance 650 nm, 90 min;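 active means mean replicate inhibition above about 25%, with every replicate also reaching it, limit read from the data, passing the limit was not always enough; inconclusive means only one of those two criteria met; inactive means neither criterion met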
RAD54 inh: RAD54 (human) branch migration inhibition | actives 0.14% (n = 360,000) | inhibition, % at 10.4 µM | Q92698 | RAD54 Holliday junction branch migration, FAM/BHQ fluorescence;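 active means mean normalized replicate activity at least 40 and at least half of replicates scoring 40 or more; inconclusive means only one of the two criteria met; inactive means mean below 40 and under half of replicates reaching 40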;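 further: 0% = median of neutral control wells and 100% = median of positive control wells; inhibitors cause a drop in the FAM fluorescence signal; in these data hits start at about 50%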
S100A4 inh HTS: blocks human S100A4 binding to myosin IIA peptide; P26447; S100A4/TAMRA-MyoIIA peptide fluorescence polarization; inhibition, % at 10.7 µM; actives 0.14% (n = 360,000); AID 652163;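 active means mean inhibition of at least 70% across replicates, with every replicate also reaching that level; inconclusive means mean inhibition reaches 70% but some replicates fall short; inactive means mean inhibition below 70%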
Target sequence (P26447 whole entry, looked up): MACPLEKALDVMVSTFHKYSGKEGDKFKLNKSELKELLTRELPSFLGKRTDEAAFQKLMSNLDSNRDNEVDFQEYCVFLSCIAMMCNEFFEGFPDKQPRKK
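Material: S100A4 monomer (human). Medium: Calcium-containing HEPES buffer, pH 7.2. Probe or stimulus: labelled myosin peptide probe, 5 nM. Compound dosing: one concentration per compound. Timing: polarization read 5 min after assay mix addition, stable 5–60 min. Benchmarks: DMSO as neutral control, TFP as positive control.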
XiGFP reactiv: activators of X-chromosome reactivation in mouse fibroblasts; XiGFP mouse fibroblasts, % GFP-positive cells imaging, 3 d; cells co-treated with 5-aza-dC sensitizer; scaled so ellipticine positive control = 100%; activation, % at 7.58 µM; actives 0.055% (n = 360,000); AID 743238;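 active means mean normalized replicate activation at least 10% and every replicate at or above 10%; inconclusive means only one of the two criteria met; inactive means mean below 10% and not all replicates reach 10%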;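 further: 0% = median of on-plate neutral control wells and 100% = ellipticine 6 µM median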
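Material: XiGFP fibroblasts, SV40-immortalized; Buffer or medium: DMEM containing 5-aza-dC; Compound dosing: single point; Times: 3 days compound exposure.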
The depositor's hits bear a star; ? = inconclusive; . = no result given.

| Molecule | E-sel inducer | RAD52 inh | ERAP1 inh | esBAF inh | ERp5 block | RAD54 inh | S100A4 inh HTS | XiGFP reactiv |
| --- | --- | --- | --- | --- | --- | --- | --- | --- |
| COc1cc(C(=O)c2ccc3c(c2)OCO3)cc(OC)c1OC | 2.2 | 0 | -1 | -18 | ? | 2 | -2 | 1.3 |
| C[C@@H]1CCCCO[C@H](CN(C)Cc2ccncc2)[C@H](C)CN([C@H](C)CO)C(=O)c2cc(NS(=O)(=O)c3ccccc3)ccc2O1 | . | 25 | -3 | -2 | -1 | -2 | 4 | -0.1 |
| C[C@H](CO)N1C[C@H](C)[C@@H](CN(C)C(=O)Nc2ccc3c(c2)OCO3)OCCCC[C@H](C)Oc2ccc(NS(=O)(=O)c3cn(C)cn3)cc2C1=O | 0.4 | 0 | 1 | -2 | -3 | 9 | 5 | -0.7 |
| CC(C)NC(=O)N(C)C[C@H]1OCCCC[C@@H](C)Oc2ccc(NS(=O)(=O)c3ccccc3)cc2C(=O)N([C@@H](C)CO)C[C@H]1C | -0.1 | 5 | -2 | -2 | 5 | -3 | -12 | -0.3 |
| CC(=O)c1ccc(Nc2nc(C(N)CCc3ccccc3)cs2)cc1 (configuration not stated) | 4.1 | -39 | 2 | -2 | -2 | 0 | -5 | 2.0 |
| CCC(=O)N1C[C@H](C)[C@@H](OC)CN(C)C(=O)c2cc(NC(=O)NC(C)C)ccc2OC[C@@H]1C | -0.2 | -3 | -2 | -2 | 5 | 0 | -9 | 0.2 |
| CCCNC(=O)C1(C)CCCN(C(=O)c2cc(F)ccc2C)C1 (configuration not stated) | . | -6 | -1 | -1 | 3 | 3 | -3 | 0.1 |
| CC(C)(C)N1C(=O)c2ccccc2NC(=O)C1C(=O)Nc1ccc2c(c1)OCCO2 (configuration not stated) | 0.1 | -10 | 0 | . | -2 | . | 3 | -0.1 |
| CO[C@@H]1CN(C)C(=O)c2ccc(NC(=O)Nc3ccccc3F)cc2OC[C@@H](C)N(C)C[C@H]1C | -0.2 | 4 | -3 | . | 2 | . | -1 | 0.6 |
| Cc1ccc(S(=O)(=O)N(C)C[C@H]2Oc3ncc(-c4ccncc4)cc3C(=O)N([C@@H](C)CO)C[C@H]2C)cc1 | -0.1 | 9 | 2 | -6 | 0 | 4 | -5 | -1.0 |
| O=c1oc(-c2ccc(Br)cc2)nc2ccccc12 | . | -9 | -2 | 46* | 4 | 6 | -5 | 0.1 |
| Cn1cnc(CCNC(=O)C[C@H]2CC[C@@H]3[C@H](COC[C@@H](O)CN3C(=O)Nc3ccc(Cl)cc3)O2)c1 | 0.0 | 8 | -3 | 3 | -2 | 3 | 17 | 0.1 |
| CCOC(=O)C1CCN(CC(=O)Nc2ccc(OC)c(S(=O)(=O)N3CCCCC3)c2)CC1 | 0.0 | 1 | -3 | -5 | 9 | 2 | -4 | 0.3 |
| COc1cc(C(C(=O)NC2CCCCC2)N(CCN2CCOCC2)C(=O)C2COc3ccccc3O2)cc(OC)c1OC (configuration not stated) | . | -5 | -2 | . | -5 | . | -2 | 0.3 |
| O=C(Nc1ccc([N+](=O)[O-])cc1Cl)c1cc(Cl)ccc1O | 0.2 | -16 | 0 | -71 | -1 | 10 | 5 | 0.1 |
| COc1cccc(C(=O)C(CCC#N)c2ccccc2)c1 (configuration not stated) | . | -4 | 0 | 1 | 5 | 4 | -16 | 0.1 |
| Cc1ccc(Nc2nnc(SCC(=O)NCC3CCCO3)s2)cc1C (configuration not stated) | 0.1 | -15 | 1 | 47* | -6 | -4 | 1 | 0.0 |
| O=C(Cn1c(=O)oc2cc(S(=O)(=O)N3CCc4ccccc43)ccc21)N1CCCCC1 | . | -31 | . | -3 | -5 | 5 | 0 | 0.0 |
| CCC1S/C(=N/N=C/c2ccco2)NC1=O (configuration not stated) | -0.3 | -22 | 0 | . | -1 | . | 18 | 0.1 |
| CCc1cccc(NC(=O)CCC(=O)N2CCSc3ccccc32)c1 | 0.6 | -21 | 1 | -4 | 2 | 2 | -1 | 0.1 |

The last 2 compounds of the part before come first, to join the parts.
| Molecule | E-sel inducer | RAD52 inh | ERAP1 inh | esBAF inh | ERp5 block | RAD54 inh | S100A4 inh HTS | XiGFP reactiv |
| --- | --- | --- | --- | --- | --- | --- | --- | --- |
| CCC1S/C(=N/N=C/c2ccco2)NC1=O (configuration not stated) | -0.3 | -22 | 0 | . | -1 | . | 18 | 0.1 |
| CCc1cccc(NC(=O)CCC(=O)N2CCSc3ccccc32)c1 | 0.6 | -21 | 1 | -4 | 2 | 2 | -1 | 0.1 |
| O=c1c2ccccc2cnn1Cc1n[nH]c(=S)n1-c1ccc(F)cc1 | . | -9 | 1 | . | -3 | . | -6 | 0.1 |
| CC(C)NC(=O)N(C)C[C@@H]1Oc2cc(C#C[C@@H](C)O)ccc2S(=O)(=O)N([C@@H](C)CO)C[C@H]1C | 0.6 | -3 | 2 | -1 | 3 | -5 | -4 | -1.4 |
| C=CCc1cc(Cl)ccc1OCCOCCNC(C)(C)C | ? | -1 | 7 | . | -4 | . | -2 | -0.1 |
| Cc1ccc2cc3c(nc2c1)OCC3 | . | -7 | -2 | 16 | 3 | . | 2 | 0.8 |
| Cc1nc(NC(=O)c2cc3ccccc3o2)sc1C | 0.2 | 0 | 4 | -17 | 0 | 3 | -3 | 0.3 |
| CCCOc1ccc(C(=O)CCC(=O)OCC(=O)N(C)c2c(N)n(Cc3ccccc3)c(=O)[nH]c2=O)cc1 | 0.4 | -33 | 0 | 5 | 6 | 4 | 9 | 0.5 |
| COc1ccc(NC(=O)CN(C)C(=O)c2ccc3c(c2)OCCO3)cc1 | -0.1 | -8 | -5 | 5 | 4 | 12 | -4 | -0.1 |
| C[C@@H]1CCCCO[C@@H](CN(C)S(=O)(=O)c2ccc(Cl)cc2)[C@H](C)CN([C@H](C)CO)C(=O)c2cc(NC(=O)Nc3ccccc3)ccc2O1 | -0.1 | -8 | 2 | 0 | -1 | 19 | 3 | -1.2 |
| O=C(Cc1ccncc1)NCC[C@H]1CC[C@@H](NC(=O)C2CC2)[C@H](CO)O1 | 0.5 | -3 | 0 | -1 | -10 | -6 | 1 | -0.5 |
| C[C@H](CO)N1C[C@H](C)[C@@H](CN(C)C(=O)NC2CCCC2)Oc2ncc(C3=CCCCC3)cc2C1=O | -0.7 | 2 | -2 | 6 | 5 | 9 | -7 | -1.0 |
| CCOCCn1c(=O)c2c(nc3n2CCN3c2ccc(C)cc2)n(C)c1=O | 4.7 | -7 | 0 | -2 | -3 | -5 | -4 | 0.1 |
| Cc1ccc(-c2cn3c(n2)SCC3)cc1 | . | -28 | 7 | 7 | -1 | . | -4 | 0.0 |
| CCOc1ccc(NS(=O)(=O)c2cc(C(=O)N3CC(C)OC(C)C3)ccc2C)cc1 (configuration not stated) | -0.3 | -2 | -1 | -7 | 3 | -14 | -1 | -0.1 |
| [O-]C(=C(C(=S)Nc1cccc2ccccc12)[n+]1cccc(CO)c1)c1ccc(Cl)s1 | 0.6 | -5 | 0 | . | 1 | . | -5 | 0.0 |
| CC(=O)NCCC(=O)Nc1cc(S(=O)(=O)N2CCCCC2)ccc1Oc1cccc(C)c1 | -0.2 | -4 | -2 | . | 3 | 4 | -3 | -0.2 |
| O=C(CN1CCOCC1)N1CC(=O)N2[C@H](CO)[C@@H](c3ccc(/C=C/c4ccccc4)cc3)[C@@H]2C1 | -0.6 | 1 | 0 | . | 3 | . | -6 | 0.0 |
| Cc1nc(N)ncc1Sc1ccc(Cl)cc1 | . | -8 | 1 | . | -1 | . | -4 | 0.0 |
| CC(=O)NCCC1CCCCN1C(=O)c1cc(COc2cc(C)ccc2C)on1 (configuration not stated) | . | -13 | -2 | 66* | 4 | 3 | 8 | 0.0 |
| COc1ccc([N+](=O)[O-])cc1NC(=O)CSCc1ccc(Br)cc1 | . | 1 | 2 | . | 1 | 0 | -1 | 0.1 |
| O=C(Nc1ccccc1)N1CCCCN2[C@H](CO)[C@@H](c3ccc(C#Cc4cccnc4)cc3)[C@@H]2C1 | 0.3 | 1 | 3 | . | 1 | 0 | 7 | 0.2 |
| CCOc1ccc(/C(O)=C2/C(=O)C(=O)N(c3ncccn3)C2c2ccc(Cl)cc2)cc1 (configuration not stated) | 0.9 | -18 | 4 | . | 4 | -10 | 4 | 0.0 |
| Cc1noc(C)c1CN(C(=S)NC1CC1)c1ccccc1 | 23 | -20 | -6 | 0 | -9 | -3 | 1 | 2.3 |
| CCCNC(=O)N(C)C[C@@H]1Oc2ncc(C#CCC3CCCC3)cc2C(=O)N([C@@H](C)CO)C[C@H]1C | 0.0 | -6 | -2 | 1 | -8 | 1 | -8 | -0.2 |
| NC(=O)c1c(N)[nH]c(C(=O)c2ccccc2)c1-c1ccc(Br)cc1 | 0.0 | -10 | 0 | . | -8 | . | -3 | -0.1 |
| Cc1ccccc1-c1nnc(SCC(=O)Nc2ccc3c(c2)OCCO3)n1N | . | -10 | 1 | -7 | 4 | -3 | 0 | . |
| CO[C@H]1CN(C)C(=O)c2cc(NC(=O)CC(F)(F)F)ccc2OC[C@H](C)N(CC2CC2)C[C@@H]1C | 0.0 | -5 | 6 | . | -3 | . | 49 | 0.1 |
| CCOc1ccc(OCC)c(NC(=O)CSc2nc3cccnc3n2C)c1 | -2.1 | -12 | 3 | . | 3 | 1 | -2 | 0.0 |
| COc1ccc(NC(=O)Nc2ccc3c(c2)OC[C@H](C)NC[C@@H](C)[C@H](OC)CN(C)C3=O)cc1 | 0.2 | -5 | 0 | -4 | 2 | 0 | -12 | 0.5 |
| CSc1ccccc1OCc1cc(C(=O)N2CCCC2c2nonc2C)no1 (configuration not stated) | . | -5 | -2 | 11 | 0 | 3 | -3 | 0.0 |
| Cc1cc(C(=O)O)ccc1-c1ccc(/C=N/n2cnnc2)o1 | . | -13 | 1 | -2 | -1 | 7 | 7 | 0.3 |
| COC(=O)[C@@]12CCCCN1[C@H](c1ccc(SC3CCCCC3)c(OC)c1)[C@@H]1C(=O)N(C)C(=O)[C@@H]12 | 0.2 | 0 | -1 | -22 | 3 | -5 | -2 | -0.1 |
| CC(=O)N1CCN(C(=O)COC(=O)CNC(=O)c2ccccc2C)CC1 | 0.2 | -8 | -8 | . | -3 | . | -1 | 0.0 |
| CCCNC(=O)N1C[C@@H](O)COC[C@@H]2O[C@@H](CC(=O)NCc3ccc(Cl)c(Cl)c3)CC[C@H]21 | 0.1 | -8 | -1 | 1 | 1 | -11 | 0 | 0.0 |
| CCN(CC)CCn1c2ccccc2c2nc3ccc([N+](=O)[O-])cc3cc21 | . | -28 | . | . | 0 | ? | -1 | -0.1 |
| O=C(NC(=O)c1cccc(F)c1)OC[C@@H]1CCCN2CCCC[C@H]12 | -0.4 | -10 | 2 | -4 | -4 | -7 | -1 | 0.0 |
| COc1ccc(OC)c(N(CC(=O)Nc2cccnc2)S(=O)(=O)c2ccccc2)c1 | . | -1 | -5 | -9 | 3 | -21 | 3 | . |
| Cc1ccc(OCC(=O)N2CCN(C(=O)c3cccc(F)c3)CC2)cc1 | 1.9 | 20 | 2 | -7 | 1 | -4 | -2 | 0.0 |
